High-throughput results as filed in PubChem.
NPY-Y1 antag = NPY-Y1 (human) receptor antagonism; P25929; inhibition, % at 3.6 µM; HEK293-CNG Y1 cells, membrane potential fluorescence; NPY at EC95, then isoproterenol; 200,000 tested, 1% active;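 active = inhibition above the campaign mean inhibition of all tested compounds plus 3 SD, cut at about 20% in these data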;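 note: 0% = DMSO wells given NPY plus isoproterenol and 100% = isoproterenol alone without NPY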
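Assay system: HEK293 cells with Y1 receptor plus CNG channel | Probe or stimulus: NPY (25 nM), isoproterenol (1 µM), Ro 20-1724 (25 µM) | Timing: Compound incubation 1 h at room temperature, readout 45 min post-stimulation | Measured by: Membrane-potential fluorescent dye readout | Benchmarks: High control isoproterenol alone, low control NPY with isoproterenol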
S1P4 antagonist = blocks the human S1P4 receptor; O95977; S1P4-expressing cells, antagonist mode, reporter read-out; inhibition, % at 4.98 µM; 220,000 tested, 0.26% active; AID 1510; in the data active = inhibition above about 29%;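 note: 0% = wells stimulated with agonist and 100% = vehicle wells without agonist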
p97 inhibitor = inhibitors of human p97 ATPase. P55072. recombinant p97 ATPase, Kinase-Glo ATP luminescence, 3 h. inhibition, % at 8 µM. 220,000 tested, 0.42% active. AID 1481; in the data active = inhibition above about 15%;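 note: 0% = DMSO vehicle and 100% = wells lacking enzyme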
eIF4E 4G PPI = blocks eIF4E binding to eIF4G; 220,000 tested, 0.37% active; inhibition, % at 21.7 µM; TR-FRET eIF4E-eIF4GI(517-606) binding, 2 h; P63073+Q04637;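 active = inhibition above about 30%, limit read from the data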;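 note: 0% = full FRET control wells and 100% = background wells lacking eIF4GI fragment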
Target sequence (P63073 whole entry, looked up, the tested form may be a part): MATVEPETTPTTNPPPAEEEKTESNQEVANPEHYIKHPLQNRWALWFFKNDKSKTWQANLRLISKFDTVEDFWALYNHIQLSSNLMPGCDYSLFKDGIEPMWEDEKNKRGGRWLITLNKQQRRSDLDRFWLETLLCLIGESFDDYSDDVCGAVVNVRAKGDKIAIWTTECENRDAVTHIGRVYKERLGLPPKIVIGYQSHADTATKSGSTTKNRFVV
Target sequence (Q04637 whole entry, looked up, the tested form may be a part): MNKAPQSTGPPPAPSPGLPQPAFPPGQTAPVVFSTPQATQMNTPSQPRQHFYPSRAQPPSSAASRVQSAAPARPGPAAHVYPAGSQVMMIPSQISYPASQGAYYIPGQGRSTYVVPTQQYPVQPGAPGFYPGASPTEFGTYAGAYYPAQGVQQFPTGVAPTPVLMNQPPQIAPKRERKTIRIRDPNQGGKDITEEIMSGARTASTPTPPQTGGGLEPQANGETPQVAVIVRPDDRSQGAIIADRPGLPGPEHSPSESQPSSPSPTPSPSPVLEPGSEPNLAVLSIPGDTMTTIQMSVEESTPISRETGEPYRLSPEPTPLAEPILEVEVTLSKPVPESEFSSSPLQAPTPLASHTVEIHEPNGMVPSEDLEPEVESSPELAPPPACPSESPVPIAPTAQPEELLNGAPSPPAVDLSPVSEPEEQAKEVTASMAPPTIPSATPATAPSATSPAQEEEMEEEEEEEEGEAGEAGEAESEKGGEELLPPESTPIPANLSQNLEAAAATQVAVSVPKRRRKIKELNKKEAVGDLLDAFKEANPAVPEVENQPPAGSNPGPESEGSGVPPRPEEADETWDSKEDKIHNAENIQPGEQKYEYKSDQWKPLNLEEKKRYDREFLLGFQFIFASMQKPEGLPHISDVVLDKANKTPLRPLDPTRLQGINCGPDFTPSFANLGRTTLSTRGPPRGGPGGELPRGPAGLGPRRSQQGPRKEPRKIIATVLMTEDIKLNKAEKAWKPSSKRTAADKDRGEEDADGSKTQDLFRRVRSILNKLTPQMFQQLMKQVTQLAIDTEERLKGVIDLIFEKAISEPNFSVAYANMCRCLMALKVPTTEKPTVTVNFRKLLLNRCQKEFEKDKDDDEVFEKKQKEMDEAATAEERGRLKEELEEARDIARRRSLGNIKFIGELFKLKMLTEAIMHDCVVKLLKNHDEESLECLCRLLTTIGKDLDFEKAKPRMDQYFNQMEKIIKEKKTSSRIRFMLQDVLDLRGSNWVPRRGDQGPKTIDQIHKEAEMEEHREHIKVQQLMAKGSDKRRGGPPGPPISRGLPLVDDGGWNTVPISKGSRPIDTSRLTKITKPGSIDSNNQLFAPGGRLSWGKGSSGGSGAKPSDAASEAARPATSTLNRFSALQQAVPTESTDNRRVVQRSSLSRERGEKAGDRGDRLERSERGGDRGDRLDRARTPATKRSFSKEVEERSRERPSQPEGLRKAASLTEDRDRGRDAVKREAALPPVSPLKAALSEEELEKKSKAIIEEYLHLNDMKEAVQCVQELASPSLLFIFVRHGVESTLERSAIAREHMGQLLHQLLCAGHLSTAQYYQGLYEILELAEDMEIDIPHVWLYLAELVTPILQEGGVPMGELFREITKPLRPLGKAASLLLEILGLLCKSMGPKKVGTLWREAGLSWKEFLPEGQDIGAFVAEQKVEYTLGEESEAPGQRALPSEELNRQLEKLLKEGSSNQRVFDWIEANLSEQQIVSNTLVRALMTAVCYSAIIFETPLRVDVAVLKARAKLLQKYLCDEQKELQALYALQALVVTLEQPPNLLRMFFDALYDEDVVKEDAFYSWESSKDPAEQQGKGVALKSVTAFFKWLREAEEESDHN
NPY1 pot ag = potentiators or agonists of human neuropeptide Y receptor Y1; NPY-Y1 expressing cells, potentiator/agonist activation; activation, % at 3.6 µM; 220,000 tested, 0.37% active; AID 1304; in the data active = activation above about 33%, passing the limit was not always enough;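 note: cells stimulated with NPY at EC10 then isoproterenol at EC100; 0% = low agonist plus stimulus and 100% = saturating agonist plus stimulus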
EP2 antag = EP2 receptor (human) inhibition; P43116; C6 glioma cells expressing human EP2, cAMP TR-FRET; cells stimulated with saturating PGE2; inhibition, % at 25 µM; 260,000 tested, 0.52% active; AID 1422;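 active = percent inhibition above 40 after rounding to a whole number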;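 note: rat C6 glioma host cells with rolipram phosphodiesterase inhibitor present; the protocol text gives 20 µM as final concentration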
NPY-Y2 PAM-ag = potentiators or agonists of human neuropeptide Y receptor Y2; cells expressing NPY-Y2, potentiator/agonist read-out; P49146; activation, % at 3.6 µM; 220,000 tested, 0.45% active; in the data active = activation above about 27%;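 note: cells stimulated with NPY near EC25 plus isoproterenol at EC100; 0% = vehicle plus submaximal agonist and 100% = vehicle plus saturating agonist; some results beyond the cut were filed as inactive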
EP2 modulator = modulators of human EP2 prostaglandin E2 receptor | P43116 | EP2-expressing cells, cAMP HTRF FRET, PGE2 co-stimulation | induction, % at 25 µM | 260,000 tested, 0.83% active;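 active = compounds whose cAMP rise, as percent of the full-agonist control response, exceeds 60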;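 note: rat C6 glioma line stably carrying human EP2 under a CMV promoter; the protocol text gives 20 µM as final concentration; 100% = response of wells given 1 µM PGE2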
S1P4 ag = activates the human S1P4 receptor; S1P4-expressing cell line, agonist reporter assay; activation, % at 4.98 µM; 220,000 tested, 0.35% active; AID 1509; in the data active = activation above about 11%;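 note: 0% = DMSO vehicle and 100% = reference agonist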
* hit, by the source's call; · = no result given; & = joins results of further samples; [ ] = another dose, or the depositor's remark.

SMILES	NPY-Y1 antag	S1P4 antagonist	p97 inhibitor	eIF4E 4G PPI	NPY1 pot ag	EP2 antag	NPY-Y2 PAM-ag	EP2 modulator	S1P4 ag
CC(=O)Nc1ccc(Cl)c(C(N)=O)c1	3	3	-1	1	-4	12	-13	14	0.6
COc1cccc(CN(CC(=O)NC2CCCC2)C(=O)Cn2nnc(-c3cccs3)n2)c1	1	-28	-9	0[fluorescence artefact?]	-14	7	-10	1	-1.4
CCCN(CCC)C(=O)CC(c1ccc(F)cc1)c1ccco1 (configuration not stated)	4	3	-2	11	-10	10	8	47	3.7
CCOC(=O)N1CCN(C(=O)CCSc2ccc(C)cc2)CC1	3	-9	5	5	-5	8	-4	6	1.3
CC(=O)N1c2c(cc(Br)cc2S(=O)(=O)NCC2COc3ccccc3O2)CC1C (configuration not stated)	9	-13	-3	-8	-6	7	-10	-40	0.1
O=C(CSc1ccccc1)NN1C(=O)c2ccccc2C1=O	1	-5	3	-2	-17	4	-23	11	-0.7
CCCC1=C(C(=O)OCC)C(c2ccc(NC(C)=O)cc2)NC(=O)N1 (configuration not stated)	2	-2	3	0	14	-1	6	13	0.4
O=C1C=C(N2CCCCCC2)C2(CCCCC2)O1	3	-3	-2	3	-7	2	-17	20	0.0
Cc1cccc(OCCCC(=O)Nc2nccs2)c1	3	-11	2	·	12	14&17	16	-13	0.3
CC1CN(/C=C/C(=O)C(F)(F)F)CC(C)O1 (configuration not stated)	-1	6	-1	3	-19	14	-5	-8	2.0
CCC(C(=O)OCC(=O)Nc1cc(Cl)cc(Cl)c1)c1ccccc1 (configuration not stated)	6	-14	-6	1[fluorescence artefact?]	-32	14	2	12	1.0
CCC(C)(C)NC(=O)c1cc(S(=O)(=O)N2CCCCC2)ccc1N1CCOCC1	14	14	2	1	-3	6	1	-8	-1.0

Overlap with the part before: 3 compounds, then new ones.
SMILES	NPY-Y1 antag	S1P4 antagonist	p97 inhibitor	eIF4E 4G PPI	NPY1 pot ag	EP2 antag	NPY-Y2 PAM-ag	EP2 modulator	S1P4 ag
CC1CN(/C=C/C(=O)C(F)(F)F)CC(C)O1 (configuration not stated)	-1	6	-1	3	-19	14	-5	-8	2.0
CCC(C(=O)OCC(=O)Nc1cc(Cl)cc(Cl)c1)c1ccccc1 (configuration not stated)	6	-14	-6	1[fluorescence artefact?]	-32	14	2	12	1.0
CCC(C)(C)NC(=O)c1cc(S(=O)(=O)N2CCCCC2)ccc1N1CCOCC1	14	14	2	1	-3	6	1	-8	-1.0
CCOC(=O)C1CCN(C(=O)c2ccccc2NS(=O)(=O)c2ccc(F)c(F)c2)CC1	-1	-16	1	1	-13	6	4	16	-0.5
COc1cccc2cc(C(=O)NCc3ccccn3)c(=O)oc12	5	-17	-4	0	-1	16	13	-28	0.4
C#CC[N+](C)(C)C(C#Cc1ccccc1)CC=C (configuration not stated)	0	-20	-3	-1	-2	9	0	16	0.6
COc1ccc(OCC(=O)Nc2cccc(-c3nc4ccccc4[nH]3)c2)cc1	7	5	6	2	-24	11	-12	-4	-1.7
Oc1cccc(-c2nc3c4c(ncn3n2)-c2ccccc2CC42CCCC2)c1	5	-5	0	2	-27	6	-12	49	2.3
CCN(CC)c1ccc(NC(=O)COC(=O)C23CCC(=O)N2c2ccccc2S3)cc1 (configuration not stated)	0	4	-2	-1	5	4	-2	8	-5.0
CCc1nnc(NC(=O)CCC(=O)Nc2ccccc2)s1	5	-1	-2	-6	-18	10	-11	13	1.3
Cc1ccc(-n2c(-c3ccco3)n[nH]c2=S)cc1	0	0	6	-1	19	4	-11	24	3.8
CC(=O)N1CCN(Cc2nc3cc(NC(=O)C4CCCCC4)ccc3n2C)CC1	10	-11	-4	-4	-15	4	-1	6	2.8
CCn1cc(C(=O)NC2CCc3ccccc32)c(=O)c2ccc(C)nc21 (configuration not stated)	2	3	-2	6	-12	7	-24	20	-0.1
O=C(OCC(=O)N1CCc2ccccc21)C1=COCCO1	-6	-8	-2	-2	-11	2	-14	17	1.4
Cc1cc(=O)[nH]c2c1c(C)nn2C1CCCCC1	0	-9	-3	-1	-4	15	5	11	-0.7

Pulled one by one from the list above, three records:
SMILES	NPY-Y1 antag	S1P4 antagonist	p97 inhibitor	eIF4E 4G PPI	NPY1 pot ag	EP2 antag	NPY-Y2 PAM-ag	EP2 modulator	S1P4 ag
CCOC(=O)C1CCN(C(=O)c2ccccc2NS(=O)(=O)c2ccc(F)c(F)c2)CC1	-1	-16	1	1	-13	6	4	16	-0.5
COc1cccc2cc(C(=O)NCc3ccccn3)c(=O)oc12	5	-17	-4	0	-1	16	13	-28	0.4
CCc1nnc(NC(=O)CCC(=O)Nc2ccccc2)s1	5	-1	-2	-6	-18	10	-11	13	1.3

(more compounds)
SMILES	NPY-Y1 antag	S1P4 antagonist	p97 inhibitor	eIF4E 4G PPI	NPY1 pot ag	EP2 antag	NPY-Y2 PAM-ag	EP2 modulator	S1P4 ag
O=C1/C(=C/c2ccco2)SC(=S)N1C1CCS(=O)(=O)C1 (configuration not stated)	1	-28	5	-2	12	6	9	-27	0.8
CC(NS(=O)(=O)c1ccccc1)c1n[nH]c(=S)n1-c1ccccc1 (configuration not stated)	·	-11	10	4	30	13	7	1	-0.3
CCCNC(=O)c1cccc(C(F)(F)F)c1	5	-2	0	3	-3	4	-31	-1	-0.1
CC(=O)N1CCN(C(=O)CCc2nnc(CCCCc3ccccc3)o2)CC1	0	-9	3	-1	10	10	6	34	0.3
COc1ccccc1NCCC(=O)OCC(=O)NC1CCCC(C)C1C (configuration not stated)	-3	-5	4	-3	-10	7	-20	18	2.2
COc1ccc(-c2nc(C#N)c(NCc3ccco3)o2)cc1	-1	-8	-4	-2	-2	7	-2	-54	-1.1
CCc1ccc(NC(=O)c2ccccc2NC(=O)C2CCCO2)cc1 (configuration not stated)	6	-6	3	0	-17	8	7	-51	-1.9
N#CC(c1nc2ccccc2nc1OCCO)S(=O)(=O)c1ccccc1 (configuration not stated)	·	6	6	1	11	2	2	13	-0.3
Cc1cc(/C=N/n2cnnc2)c(C)n1-c1cc(Cl)ccc1Cl	6	-22	-2	19	-7	8	-8	-2	2.4
CCN1C(=O)/C(=C2/C=Cc3ccccc3N2C)OC1=S	-5	2	6	-8	7	16	5	20	1.1
Cc1noc(C)c1CSc1nc2cc(S(=O)(=O)N3CCOCC3)ccc2o1	-2	3	-5	38*	10	13	-2	12	-1.5
NCCCCCc1nnc(SCc2cccc(Cl)c2)o1	7	2	5	2	-3	3	11	-1	2.2
Cc1cccc(NC(=O)c2cc([N+](=O)[O-])ccc2NC2CCCCC2)c1	10	-7	1	0	-3	9	-1	43	0.2
COc1ccc(-c2nc3n(c(=O)c2C#N)CCS3)cc1OC	0	-8	0	-1	8	9	-6	11	-1.4
O=C(c1cc(S(=O)(=O)N2CCOCC2)c(Cl)cc1Cl)N1CCCCC1	7	8	-2	1	-8	8	-19	-35	1.0
O=C1CCCN1CCC1CCCCN1Cc1nc(COc2ccccc2)no1 (configuration not stated)	3	-13	-1	1	10	3	4	-2	-0.2
O=C1CC(c2ccccc2)n2nc(N3C(=O)CCC3=O)nc2N1 (configuration not stated)	6	-11	0	-5	-4	13	4	26	0.8
COc1ccc(NC(=O)CSc2n[nH]c(N)n2)c([N+](=O)[O-])c1	0	-10	2	-6	3	6	-7	8	1.5
O=C(CCN1C(=O)c2ccccc2C1=O)NNC(=O)c1ccc(Cl)cc1Cl	1	-3	4	-1	4	12	-1	-8	-1.4
O=C(Nc1c2c(nn1-c1ccccc1)CS(=O)C2)c1ccc(S(=O)(=O)N2CCOCC2)cc1 (configuration not stated)	4	-1	-5	3	-14	2	-9	14	1.1
COc1cc(/C=N/NC(=O)c2ccc(COc3cc(C)ccc3C(C)C)cc2)cc(OC)c1O	-5	5	4	0	0	12	12	-64	-1.9
CN(O)/C=N/C(=S)Nc1ccc(Cl)cc1Cl	2	-23	1	-5	12	6	-2	14	-0.4
O=C(c1cccn2c(=O)c3cc4ccccc4cc3nc12)N1CCN(c2ccccc2)CC1	2	-4	-4	0	-19	·	-21	-5	0.2
c1ccc(Cn2c(Sc3nnnn3-c3ccccc3)nnc2-c2ccccc2)cc1	4	-27	3	0	-12	1	0	8	-0.3
N#CC1=C2SCCN2C(=O)C(C#N)C12CCCCC2 (configuration not stated)	-7	12	6	0	3	5	1	-10	0.8
Cc1cc2c(nn1)CCC/C2=N\O	-8	-4	0	1	-4	9	9	9	1.5
O=C(CSc1nc2ccc([N+](=O)[O-])cc2[nH]1)NCCc1ccccc1	8	4	-4	1	-10	8	-7	-42	0.8
O=C1c2ccccc2C(O)(Cc2ccccc2)N1CCCN1CCOCC1 (configuration not stated)	-1	-17	2	1[fluorescence artefact?]	12	8	1	-3	1.1
Nc1ncnc(N2CCOCC2)c1N	2	-24	0	15	-5	6	-4	21	1.8
Cc1nn(-c2ccccc2)c(=O)c2ccccc12	-5	-10	-3	0	-13	2	5	8	0.8
O=C(NCc1cccs1)c1ccccc1	0	6	-2	-7	4	4	3	47	0.4
COc1ccc(C(=O)c2oc3ccccc3c2NC(C)=O)cc1	4	-3	-3	8	-1	6&5	-2	-15&22	1.4
Cc1c(NC(=O)OCCNC(=O)COc2ccc(Cl)cc2Cl)sc(=S)n1C	0	-16	-3	-2	2	10	6	-11	1.7
CCOc1cc(N2CCOCC2)c(OCC)cc1NC(=O)c1ccc(S(C)(=O)=O)cc1	5	-3	5	4	11	16	11	24	0.3
CCc1ccc(NC(=O)N(C2CCC(C)CC2)C2CCN(C(C)=O)CC2)cc1 (configuration not stated)	4	-32	-3	-2	2	13	-8	9	0.1
O=C(NCc1ccccc1)C12CN(Cc3ccccc3)CC1C(c1cccc([N+](=O)[O-])c1)=NO2 (configuration not stated)	13	2	1	-16	29	6	5	32	1.4
COC(=O)Cc1ccc(O)c(N)c1	-3	-7	1	2	3	8	1	6	-0.1
Cc1onc(-c2ccccc2Cl)c1C(=O)NC(=S)NCCc1ccccc1	6	1	-5	3[fluorescence artefact?]	-25	14	-6	28	0.3
CC(=O)N1CCN(c2ccc([N+](=O)[O-])c(NCc3cccnc3)c2)CC1	1	-27	0	-6	4	10	-7	16	1.5
O=C(Nc1nc2ccccc2s1)c1ccc(N2CCCCC2)c([N+](=O)[O-])c1	3	-12	5	7[fluorescence artefact?]	9	9	-5	-13	0.8
Cc1ccc(S(=O)c2ccc(C)cc2)cc1	5	-7	9	-6[fluorescence artefact?]	15	12	22	4	0.8
Nc1nc(CSc2nnc(-c3cccc(F)c3)n2-c2ccccc2)nc(N2CCOCC2)n1	7	-20	-1	-2	11	12	14	-1	0.9
CC(C)C(=O)Nc1nnc(SCC(=O)N2c3ccccc3CC2C)s1 (configuration not stated)	0	-10	-2	18	12	9	15	32	1.7
CCCN1C(=O)/C(=C/c2c(NCCCOC(C)C)nc3c(C)cccn3c2=O)SC1=S	3	-8	-1	3	-9	5	-3	5	-2.2
CN1C(=S)SC(N2OC3C(=O)N(c4ccccc4)C(=O)C3C2c2ccc(Cl)cc2)C1(C)C (configuration not stated)	3	4	-7	-2	0	3	-5	22	-0.9
O=C(CN1CC(=O)Oc2ccccc21)OCC(=O)c1ccccc1	4	8	-2	1	-2	10	3	23	-1.1
COc1cccc(NC(=O)CSCC(=O)O)c1	1	-18	5	-3	-4	8	-7	-4	-1.2
O=C(c1cc2c(=O)n3ccccc3nc2s1)N1CCc2ccccc2C1	5	-20	0	1	-15	23	-14	-9	0.3
O=C(/C=C/c1cccc([N+](=O)[O-])c1)Nc1ccccn1	-1	-7	5	-5	16	5	-5	-18	-0.3
Cc1cc(C)c(C(=O)/C=C/c2ccco2)c(=O)[nH]1	-2	-1	4	8	6	10	6	19	1.8

This is a subset; rates above refer to the full screens.
